# Source: PubChem BioAssay (The Scripps Research Institute Molecular Screening Center)
# SRC3 TRFRET art: TR-FRET artefact, counter-screen to PPARgamma/SRC-3 agonist assay; TR-FRET ratio at 8 µM; actives 0.39% (n = 99,000); PPARgamma/SRC-3 format; stronger effect = higher value; in the data active means TR-FRET ratio above about 2000; further: inactives centre near 1600; reference of the scale not given here
# SRC1 TRFRET art: TR-FRET artefact, counter-screen to PPARgamma/SRC-1 agonist assay; TR-FRET ratio at 8 µM; TR-FRET detection artefact counter-screen, emission ratio; stronger effect = higher value; actives 0.34% (n = 99,000); in the data active means TR-FRET ratio above about 2300; further: inactives centre near 1800; reference of the scale not given here
# Active calls of the source: *.
SMILES,SRC3 TRFRET art,SRC1 TRFRET art
Cc1nc(Cl)sc1C(=O)Nc1ccc(Cl)cc1,1611,1747
COc1cc(Cl)c(C)cc1NC(=O)CCCn1c(=O)oc2ccccc21,1670,1626
Cc1ccc2nc(SC(C)C(=O)N3CC(C)OC(C)C3)[nH]c2c1 (centres undefined),1333,1951
CCc1ccc(S(=O)(=O)NCCc2cn3cccc(C)c3n2)s1,1451,1953
Cc1ccc(O)c(CNc2cccc3cccnc23)c1,1394,1797
COc1ccc(NC(=S)NCC(c2ccco2)N2CCCC2)cc1 (centres undefined),1674,1960
O=C(Nc1ccccc1F)c1ccccc1-c1ccc(C(F)(F)F)cc1,1517,1802
COc1cccc(NC(C(=O)Nc2cccc(C(C)=O)c2)c2ccccc2)c1 (centres undefined),1705,1972
CCc1ccccc1NC(=S)NN,1770,1794
O=S(=O)(Cc1ccccc1Cl)NCc1ccccc1,1403,1842
Cc1ccc(C(=O)NC(=S)NNC(=O)COc2ccccc2C)cc1,1486,1827
O=C1C(=O)N(C2CCCC2)C(=O)N1Cc1c(F)cccc1Cl,1513,1617

# Single records, from the list above.
# Shown for Cc1nc(Cl)sc1C(=O)Nc1ccc(Cl)cc1 = SRC3 TRFRET art: 1611; SRC1 TRFRET art: 1747
# Shown for Cc1ccc2nc(SC(C)C(=O)N3CC(C)OC(C)C3)[nH]c2c1 (centres undefined) = SRC3 TRFRET art: 1333; SRC1 TRFRET art: 1951

# Following part:
SMILES,SRC3 TRFRET art,SRC1 TRFRET art
CCCN(CCC)S(=O)(=O)c1ccc(C(=O)O)cc1,1661,1728
O=C(CO/N=C1\CCCc2nonc21)Nc1ccccc1Cl,1632,1652
O=[N+]([O-])c1ccccc1S(=O)(=O)Oc1ccc(C(=S)N2CCOCC2)cc1,1574,1938
COCCCNC(=O)C(=O)NC1CCCCC1C (centres undefined),1483,1475
C#CCN1C(=O)C(O)(CC(=O)/C=C/C=C/c2ccccc2)c2ccccc21 (centres undefined),1530,1532
CCOC(=O)CSc1nc(C(C)C)nc2sc(C)c(C)c12,1686,1869
CCC(=O)Nc1ccc(NC(=O)CSc2nnnn2-c2ccc3c(c2)OCCO3)cc1,1590,1961
CC(C)c1ccc(NC(=O)CSc2nc(-c3ccccc3F)nc3nc[nH]c23)cc1,1460,1600
Fc1cc(Br)ccc1Nc1nc2ccccc2n2nnnc12,1556,1732
Nc1ccccc1SC1CC(=O)N(Cc2ccccc2)C1=O (centres undefined),1554,1965
O=C(CNC(=S)N(Cc1ccccc1)Cc1ccccc1F)NCCc1ccc(Cl)cc1,1398,1878
NC(=S)N/N=C/c1ccc(-c2ccccc2)o1,1388,1496
CCn1ncc(CN2CCN(Cc3cccc(OC)c3)C(CCO)C2)c1C (centres undefined),1490,1567
COCCCNC(=O)CN(CCc1ccccc1)S(=O)(=O)c1ccc(C)cc1,1589,2101
Cc1ccc(SCC(=O)c2c(C)nc3cc(C)ccn23)cc1,1327,1752
Cc1ccc(CSc2nnc(-c3cccc(S(=O)(=O)N4CCOCC4)c3)n2CC(C)C)cc1,1492,1653
CCC(Sc1nccn1C)C(=O)Nc1ccc(Cl)cn1 (centres undefined),1738,1571
COc1ccccc1CN(C)c1nnnn1-c1ccccc1,1542,1875
O=C(CSc1nnc(SCc2ccc(Cl)cc2)s1)N/N=C/c1ccc(Cl)cc1Cl,1466,1764
CCC1CCCCN1Cc1nc2c(c(=O)n(C)c(=O)n2C)n1Cc1ccccc1 (centres undefined),1544,1964
CCOC(=O)CNC(c1ccccc1)c1cc(Br)ccc1NC(=O)CCN1CCOCC1 (centres undefined),1554,1773
Cc1ccc(S(=O)(=O)Oc2ccc(/C=C(/NC(=O)c3ccccc3)C(=O)O)cc2)cc1,1470,1640
Cc1nn(-c2ccccc2)c(N2CCCC2)c1C=O,1523,1685
Cc1ccsc1/C=C(\C#N)C(=O)NCCCN1CCOCC1,1585,1908

# Filtered by structure, the compounds so far with an NH in an aromatic ring
SMILES,SRC3 TRFRET art,SRC1 TRFRET art
Cc1ccc2nc(SC(C)C(=O)N3CC(C)OC(C)C3)[nH]c2c1 (centres undefined),1333,1951
CC(C)c1ccc(NC(=O)CSc2nc(-c3ccccc3F)nc3nc[nH]c23)cc1,1460,1600

# The listing picks up, starting 3 compounds before the break.
SMILES,SRC3 TRFRET art,SRC1 TRFRET art
Cc1ccc(S(=O)(=O)Oc2ccc(/C=C(/NC(=O)c3ccccc3)C(=O)O)cc2)cc1,1470,1640
Cc1nn(-c2ccccc2)c(N2CCCC2)c1C=O,1523,1685
Cc1ccsc1/C=C(\C#N)C(=O)NCCCN1CCOCC1,1585,1908
O=C(Nc1nnc(-c2ccccc2)o1)c1cc(-c2cccs2)nc2ccccc12,1787,1629
COc1ccc(/C=C2\SC(=S)N(CC(=O)OCC(=O)Nc3ccc(C)cc3Cl)C2=O)cc1,1462,1852
COCCn1nnnc1C(c1cc(OC)ccc1OC)N1CCc2ccccc2C1 (centres undefined),1385,1640
Cc1ccc(C23CC4CC(CC(C(=O)OCC(=O)NC5CCS(=O)(=O)C5)(C4)C2)C3)cc1 (centres undefined),1782,1670
CC(C)n1nnc2c(=O)oc3ccccc3c21,1427,1675
O=C(C1=C(O)C(=O)N(CCc2ccccc2)C1c1cccs1)c1ccco1 (centres undefined),1843,1995
Cc1ccnc(SCC(=O)c2ccc(Br)s2)n1,1645,1667
CCCCCCc1cc2cc(C(=O)Nc3cccc(OC)c3)c(=O)oc2cc1O,1669,1668
CCOc1ccc(C(=O)C(CN2CCOCC2)c2ccccc2)cc1 (centres undefined),1679,1904
COc1cccc(CC2(CO)CCCN(Cc3ccc(-c4ccco4)cc3)C2)c1 (centres undefined),1321,1485
CCCCNc1ccc(S(N)(=O)=O)cc1[N+](=O)[O-],1607,1712
O=C(c1cccc([N+](=O)[O-])c1)c1ccc2c(c1)C(=O)NC2=O,1339,1663
CC(C)Sc1nc2c(cnn2-c2ccccc2)c(=O)[nH]1,1653,1588
Cc1ccc(OC(=O)c2ccc(C)c([N+](=O)[O-])c2)cn1,1540,1844
N=C1S/C(=C\c2cn[nH]c2-c2ccc(F)cc2)C(=O)N1c1ccccc1F,1484,1616
CCN(CC)S(=O)(=O)c1ccc(OC)c(NC(=O)c2cn(CC)c3nc(C)ccc3c2=O)c1,1409,1746
COC(=O)Cc1ccc(NC(=O)c2ccccc2Cl)cc1,1557,1756
COCc1cc(=O)[nH]c(Sc2c(-c3ccccc3)c3ccc(Cl)cc3[nH]c2=O)n1,1569,1734
Cc1cccnc1NC(=S)NCCc1ccccc1,1342,1563
COC(CNC(=O)CNC(=S)N(Cc1ccccc1)Cc1cccs1)OC,1523,1788
Cc1ccc(C)c2sc(NC(=O)c3ccc(N4C(=O)CCC4=O)cc3)nc12,1401,1694
COc1ccc(CCN(C)C(=O)C2CCN(Cc3cccc(OC)c3OC)CC2)cc1OC,1640,1601
CCOc1cc(-c2c(C#N)c(N)nc3c2CCc2ccccc2-3)ccc1O,1450,1615
N#Cc1c(NC(=O)C2CC(c3ccccc3O)=NO2)sc2c1CCC2 (centres undefined),1515,1831
CN(CC(=O)N1CCN(c2ccc(F)cc2)CC1)S(=O)(=O)c1ccc2c(c1)c(=O)n(C)c(=O)n2C,1667,2043
C#CCOCCOCCOCCNc1nc(N2CCN(C(=O)C(Cc3ccc(O)cc3)n3cc(C(N)CC(C)C)nn3)CC2)nc(N2CCN(C(=O)C(Cc3cc4ccccc4[nH]3)n3cc(C(N)Cc4ccc(O)cc4)nn3)CC2)n1 (centres undefined),1586,1842
COc1ccc(Cc2nnc(NC(=O)CSc3ccccc3)s2)cc1OC,1735,1686
CN1/C(=C\C=C(/C#N)C(=O)Nc2ccc(Cl)cc2)C(C)(C)c2ccccc21,1587,1972
COC(=O)c1ccccc1NC(=O)NCCc1ccc(OC)c(OC)c1,1459,1426
CCC(=O)Nc1c(C)nn(-c2ccc(C)c(C)c2)c1C,1368,1678
Cc1ccc(CNC(=O)c2cnccn2)cc1,1576,1635
Cc1ccnc(NC(=O)CCCc2ccccc2)c1,1529,1708
Cc1cc(C(=O)Nn2c(-c3ccc(Br)cc3)nc3ccccc3c2=O)ccc1[N+](=O)[O-],1543,1889
CCCCC(=O)N/N=C/c1cc([N+](=O)[O-])ccc1N1CCOCC1,1407,1627
CC1(C)CC(NC(=S)NCc2ccco2)CC(C)(C)N1,1343,1804
CN1CCN(/N=C/c2ccc(Cl)c(Cl)c2)CC1,1393,1574
CCN(CC)C(=O)C12CC3CC(CC(Br)(C3)C1)C2,1503,1678
CC(C)[C@H](NC(=O)c1ccccc1)C(=O)OCC(=O)N1CC(=O)Nc2ccccc21,1374,1670
CCOC(=O)c1ccccc1NC(=S)N1CCCCC1,1394,1792
Cc1c(NC(=O)CSc2ncccn2)c(=O)n(-c2ccccc2)n1C,1641,2001
C/C(=N/N=C1/NC(=O)CC(C(=O)Nc2ccccc2)S1)c1cccs1 (centres undefined),1722,1758
C=CCOc1ccc(C2NC(=S)NC(c3ccccc3)=C2C(C)=O)cc1OC (centres undefined),1570,1893
CN(C)c1cccc2c(C=C(C#N)C#N)ccc(N(C)C)c12,1506,1795
CCOc1ccccc1N(C(=O)Nc1ccc(Cl)cc1)C1=NCCS1,1850,1698
CCc1nc2ccccc2c(=O)n1NC(=O)c1c(O)c2ccccc2[nH]c1=O,1752,1870
COc1ccccc1CC(=O)Nc1cccc2c1CCCC2,1712,1595
CC1(C)CC(CC(=O)Nc2nccs2)(c2ccccc2)CCO1 (centres undefined),1638,1633
C/C(=N\NS(=O)(=O)c1ccccc1)c1cccc(NC(=O)c2cccc(Cl)c2)c1,1590,1987
COc1ccc(C(=O)NC(=S)NCc2cccnc2)cc1OC,1587,2055
O=C(CN1C(=O)CSc2cc(S(=O)(=O)N3CCCCCC3)ccc21)NCCc1ccccc1,1795,1901
CC1(C)NC(=O)N(CCOCCOc2ccccc2-c2ccccc2)C1=O,1620,1893
Cc1[nH]n(-c2ccccc2)c(=S)c1C=Nc1ccc([N+](=O)[O-])cc1,1467,1659
COc1cccc(OCCOCCN(C)CCO)c1,1817,1920
O=C(Nc1ccccc1F)C(=O)c1cn(CC(=O)N2CCCCC2)c2ccccc12,1564,1679
CCN(CC)c1ccc(/C=N/NC(=O)c2c[nH]c3ccccc23)cc1,1482,1589
O=C(NCc1ccc2c(c1)OCO2)Nc1ccc2nsnc2c1,1791,2198
O=C(N/N=C/c1ccccn1)c1ccc(N/N=C/c2ccccn2)cc1,1398,1515
COc1cccc(C(=O)NN2c3ccccc3CCc3ccccc32)c1,1359,1591
CCOc1ccc2nc(NC(NC(=O)CC)(C(=O)OC)C(F)(F)F)sc2c1 (centres undefined),1558,1422
Cc1cccc(NC(=S)Nc2ccc3cn[nH]c3c2)c1,1610,1792
# Later entries
SMILES,SRC3 TRFRET art,SRC1 TRFRET art
COc1ccc(CNC(=O)c2noc3c2CCCCC3)cc1,1689,1604
CCN(CC)CCNC(=O)C(=O)NCC1OCCN1C(=O)c1ccc2c(c1)OCO2 (centres undefined),1633,1996
CC(NC(=O)C1CCCN1C(=O)OCc1ccccc1)c1ccccc1 (centres undefined),1653,1836
O=C(COc1cccc(Br)c1)NN=C1c2ccccc2-c2ccccc21,1600,1936
Cc1cccc(-n2c(O)c(C=Nc3cc(O)ccc3C)c3ccccc3c2=O)n1,1721,1735
O=C(CC12CC3CC(CC(C3)C1)C2)NCc1ccco1,1596,1499
c1ccc(Oc2cc(-c3ccccc3)nc(-c3ccccc3)n2)cc1,1677,1748
O=C(NCc1ccccn1)C(=O)C1C(=O)Nc2ccccc21 (centres undefined),1519,1802
Cc1cc(C)nc(SCc2nnc(SCC(=O)O)n2-c2ccccc2)n1,1565,1824
N#CC1=C(S)N(c2ccc(F)cc2)C2(CCCCC2)NC1=O,1796,1945
CCC(=O)NC1CCN(C(=S)NC)CC1,1503,1577
CC1=CSC2=NC(=O)/C(=C\c3cccn3-c3ccccc3)C(=N)N12,1664,1898

# Four compounds from above, sorted by formula weight, ascending:
SMILES,SRC3 TRFRET art,SRC1 TRFRET art
CCC(=O)NC1CCN(C(=S)NC)CC1,1503,1577
c1ccc(Oc2cc(-c3ccccc3)nc(-c3ccccc3)n2)cc1,1677,1748
CC1=CSC2=NC(=O)/C(=C\c3cccn3-c3ccccc3)C(=N)N12,1664,1898
CC(NC(=O)C1CCCN1C(=O)OCc1ccccc1)c1ccccc1 (centres undefined),1653,1836

# (next part)
SMILES,SRC3 TRFRET art,SRC1 TRFRET art
CCS(=O)(=O)N1CCN(Cc2nc3ccccc3c(=O)[nH]2)CC1,1652,2065
Cc1cccc(C(=O)Nc2ccc(O)c3c(=O)cc(-c4ccccc4Cl)oc23)c1,1408,1463
Cc1cc(C)cc(C(=O)NC(=S)Nc2ccc3[nH]c(=O)[nH]c3c2)c1,1426,1705
O=C(CN1C(=O)/C(=C/c2c(F)cccc2Cl)Oc2ccccc21)NCc1ccco1,1371,1679
CC1(C)CC(=O)C2=C(C1)NC1=C(C(=O)c3ccccc31)C2c1cccnc1 (centres undefined),1794,1692
Cc1ccc(N/C=C2\C(=O)C3(C)CCC2C3(C)C)cc1C (centres undefined),1458,1658
Cc1ccc(OCCOc2cccc3ccc(C)nc23)c([N+](=O)[O-])c1,1432,1705
COc1ccc(/C=c2\sc3nc(=O)c(C)nn3c2=O)c(OC)c1,1532,1718
O=C(O)c1cn[nH]c1-c1cccc([N+](=O)[O-])c1,1543,1771
Cc1ccc(NC(=O)C2OCCc3ccccc32)cc1C (centres undefined),1565,1880
CC1CCCC(NC(=O)CNCc2ccccc2F)C1C (centres undefined),1647,1986
Clc1ccc(Cc2nnc(-c3ccccc3Br)o2)cc1,1627,1773
Cc1cc2ccccc2n1CCNC(=O)c1ccc(Br)o1,1637,2073
Cc1ccccc1-n1c(C)nnc1SCC(=O)NCC1CCCO1 (centres undefined),1491,1859

# A portion of the library (hit frequency here may not be typical).
